# Screens as filed in PubChem BioAssay.
# 12-LOX inh: inhibitors of human 12S-lipoxygenase ALOX12; P18054; purified 12hLO, xylenol orange hydroperoxide absorbance; Potency, µM (doses to about 108 µM), inactives show top-dose activity change, negative = inhibition, most hits filed as inhibitors; 580,000 tested, 1.1% active; AID 1671190; active means well fitted inhibition curve with a large enough effect; inconclusive means small, poorly fitted or top-dose-only effect, or another doubt; inactive means no such curve, though single readings can be large or run the other way; further: potency means the concentration at half of the fitted maximal effect
# Target sequence (P18054 whole entry, looked up): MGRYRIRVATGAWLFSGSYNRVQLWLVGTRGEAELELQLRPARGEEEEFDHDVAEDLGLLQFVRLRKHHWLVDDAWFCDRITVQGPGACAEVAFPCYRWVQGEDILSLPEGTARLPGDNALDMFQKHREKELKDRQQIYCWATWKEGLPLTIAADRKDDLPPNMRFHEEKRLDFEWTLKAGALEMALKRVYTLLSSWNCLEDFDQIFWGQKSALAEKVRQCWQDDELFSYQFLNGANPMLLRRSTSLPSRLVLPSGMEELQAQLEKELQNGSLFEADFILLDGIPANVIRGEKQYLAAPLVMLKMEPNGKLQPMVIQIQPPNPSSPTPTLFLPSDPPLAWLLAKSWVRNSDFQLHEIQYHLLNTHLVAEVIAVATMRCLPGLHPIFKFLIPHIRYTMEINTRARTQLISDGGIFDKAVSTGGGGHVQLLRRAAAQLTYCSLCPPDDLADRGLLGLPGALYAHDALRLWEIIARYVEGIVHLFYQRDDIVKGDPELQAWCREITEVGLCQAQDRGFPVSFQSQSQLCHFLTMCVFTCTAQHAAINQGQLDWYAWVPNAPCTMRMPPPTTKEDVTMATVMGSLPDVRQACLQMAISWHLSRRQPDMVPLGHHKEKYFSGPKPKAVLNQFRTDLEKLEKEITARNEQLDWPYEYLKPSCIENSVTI
#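 Purified human 12hLO at 150 nM in 25 mM Hepes, 0.01% Triton X-100, pH 7.0, preincubated 15 min at room temperature with compound. Reaction started with 40 uM arachidonic acid, 30 min at room temperature. Hydroperoxide measured by Fe-xylenol orange, 573/405 nm absorbance ratio.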
# LDHA block: inhibitors of human lactate dehydrogenase A | P00338 | activity change, % (values are at about 110 or 230 µM) | purified LDHA, NADH/diaphorase-resazurin fluorescence; active compounds read low | 480,000 tested, 0.15% active; in the data active means activity change below about -30%; inconclusive means mostly about -25% to -30%;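 further: plate controls were DMSO wells for no effect and wells without enzyme for full effect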
#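 Resorufin fluorescence (ex540/em590), read at 0 and 20 min after diaphorase/resazurin addition, reports the NADH left after a 5 min room-temperature reaction of 2 nM human LDH5 with 0.06 mM NADH and 0.2 mM pyruvate.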
# Active calls of the source: *; ? = inconclusive; [ ] = another dose, or the depositor's remark. Unless noted, on the % scale 0 is the no-effect control and ±100 the full control effect. The list is partial (hit frequency here may not be typical).
# Results follow in this order: LDHA block, 12-LOX inh
> Cc1oc2cc(OCC(=O)O)ccc2c(=O)c1-c1ccc(Cl)cc1
  -5, -24%
> O=C(c1ccsc1)N(Cc1cccs1)C1CC1
  -5, 25%
> Cn1c(=O)c2c(nc(N3CCC(Cc4ccccc4)CC3)n2CC(=O)c2ccccc2)n(C)c1=O
  2, 7%
> CC1CCN(CCCNC2CCCC2)CC1
  8, ?
> COc1ccc(-c2cc3ccc(O)cc3oc2=O)c(OC)c1
  8, 7%
> COc1cc(C23CCCN(CCC(C(C)(C)C)C2)C32OCCO2)cc(OC)c1OC (stereo unspecified)
  3, -3%
> CCCCC(=O)Nc1ccc(O)c(-c2nc3cc(C)cc(C)c3o2)c1
  5, 5%
> O=S(=O)(Nc1nc2ccccc2nc1NC1CCCCC1)c1ccc(F)cc1
  -2, 0.63µM*
> CCN(CC)C(CNC(=O)C1CC2CCC1C2)c1ccsc1 (stereo unspecified)
  -6, -11%
> CC1=C(C(=O)OCc2ccccc2)C2(C(=O)Nc3ccc(Br)cc32)C(C(=O)OCc2ccccc2)=C(N)O1 (stereo unspecified)
  7, -27%
> Cc1ccc(O)c(C(=O)OCC(=O)Nc2ccccc2N2CCCC2=O)c1
  -7, -26%
> CN(CC(=O)NC1CC1)c1nc(-c2ccsc2)nc2ccccc12
  3, 11%
> COC(=O)c1ccc(C2CC(=O)Nc3c2cc(Br)c2ccccc32)cc1 (stereo unspecified)
  -35*, 6%
> Cn1c(SCC(=O)Nc2ccc(Br)cn2)nnc1-c1cccs1
  12, -19%
> CCOC(=O)c1cnc(SCc2nc(-c3ccc(OC)cc3)oc2C)nc1N
  -2, 22%
> C[C@@H](c1ccccc1)N1C[C@@H](COCc2ccccc2)Oc2cc(N3CCC[C@@H]3CO)ccc2S1(=O)=O
  -7, -8%
> CC(C)n1nc(C(=O)Nc2ccccc2)c2ccccc2c1=O
  -5, 9%
> CC1=C(C(=O)OC(C)C)C(c2ccccc2C(F)(F)F)CC(=O)N1 (stereo unspecified)
  15, 40%
> CCCCNC(=O)c1ccccc1N
  3, 3%
> CCN(CC(=O)NC(C)(C)C)C(=O)c1ccc(C#N)cc1
  0, 51%[activator]
> COc1ccccc1C(C)N(C)C(=O)Cc1c(C)nc2ccccc2c1C (stereo unspecified)
  17, ?
> Cc1ccc(C)c(OCC(O)Cn2nc(C)c3ccccc3c2=O)c1C (stereo unspecified)
  3, 1%
> CC(C)(C)C1CCC(C(=O)Nc2ccc(F)cc2)CC1 (stereo unspecified)
  14, 19%
> COc1ccc(-c2cnc3c(NC=O)cc(-c4ccccc4OC)cn23)cc1OC
  3, 6.3µM*
> CSc1cccc(Nc2nc(SC)nc(-c3ccccc3)c2C#N)c1
  4, 34%[activator]
> COc1ccc(Nc2nc(Nc3ccc(F)cc3)nc3nccnc23)cc1
  0, 2%
> COC(=O)NC(NC(=O)OC)C(Cl)(Cl)Cl
  -2, ?
> CCOC(=O)c1nc(Nc2ccc(OC(C)C)cc2)c2ccccc2n1
  0, 51%[activator]
> COc1ccc(OCCN2CCC(C(=O)NC(c3ccc(F)cc3)c3ccc4ccccc4n3)CC2)cc1 (stereo unspecified)
  -3, ?
> CCN1CCN(CCC(=O)Nc2sc(-c3ccccc3)cc2C(=O)OC)CC1
  -5, ?
> Cc1ccc(C)c2c(=O)c3ccccc3sc12
  -3, ?
> COCCCNc1oc(-c2ccccc2)nc1C#N
  9, -8%
> CNc1ncnc2c1ncn2[C@H]1CN(CCc2ccccc2)C[C@@H](CO)O1
  -2, 12%
> N#Cc1ccccc1NC(=O)CCN1CCCN(Cc2cccs2)CC1
  -2, -4%
> CC(NC(=O)c1cccnc1)c1ccc(O)cc1 (stereo unspecified)
  -1, 32%[activator]
> Fc1ccc(CN2CCC(NCC3CNc4ccnn4C3)CC2)cc1 (stereo unspecified)
  -1, 29%
> Cc1oc(-c2nc(C#N)c(NC(C)c3ccccc3)o2)cc1S(=O)(=O)N1CCOCC1 (stereo unspecified)
  -6, -3%
> CCOC(=O)c1nc2ccccc2nc1NCc1ccc(C)cc1
  5, -3%
> COc1ccc(CCNC(=O)Nc2nc(C(N)C3CCCCC3)cs2)cc1OC (stereo unspecified)
  -4, 18%
> C=C1C[C@@H]2C[C@@H]2CN(S(=O)(=O)c2ccc(C)cc2)[C@@H]1c1ccco1
  -2, ?
> Cc1ccc(-c2nc3cc(NC(=O)c4ccc([N+](=O)[O-])o4)ccc3o2)cc1
  5, ?
> COCCNC(=O)C1(C)CCCN(Cc2ccc(Oc3ccccc3)cc2)C1 (stereo unspecified)
  -1, -12%
> Cc1cc(SC#N)cc(C)c1N
  -5, -18%
> COc1ccc(CCNC(=S)Nc2ccc(F)cc2)cc1
  10, ?
> Clc1ccc(-n2ncc3c(NC4CCCCC4)ncnc32)cc1
  12, ?
> CNC(=O)CCS(=O)(=O)Cc1coc(-c2ccc(F)cc2)n1
  0, 31%[activator]
> Cc1cc(C)c2[nH]c(C)c(CN3CC4(C)CC3CC(C)(C)C4)c(=O)c2c1 (stereo unspecified)
  1, -47%
> CCc1nc2ccc(C(=O)NCCCn3ccnc3)cn2c1N(C)C(=O)COc1ccccc1
  -1, 0%
> COc1ccc2c(c1)[C@]1(C[C@H](O)CO1)C(=O)N2C
  1, 0%
> CCc1cc(CC)n(-c2nc3c(c(=O)n(CC(C)C)c(=O)n3C)n2CCOC)n1
  -12, ?
> CC(C)c1cn(CC[C@@H]2CC[C@H](NS(=O)(=O)c3ccc(F)cc3)[C@@H](CO)O2)nn1
  -9, -25%
> Cc1cc(S(=O)(=O)N(Cc2ccncc2)C2CC2)ccc1Br
  3, ?
> CCOC(=O)[C@]12CCCC=C1N(Cc1ccc3c(c1)OCO3)C(=O)[C@H](CC(=O)NCC13CC4CC(CC(C4)C1)C3)C2
  3, ?
> O=[N+]([O-])c1cccnc1Nc1cc(Cl)cc(Cl)c1
  11, 7%
> Nc1[nH]c(C(=O)c2ccccc2)c(-c2ccccc2Br)c1C(=O)NCCc1c[nH]c2ccccc12
  0, -7%
> CCOc1ccccc1Oc1coc2cc(OC(=O)c3ccc4c(c3)OCO4)ccc2c1=O
  -31*, ?
> NS(=O)(=O)c1ccc(N/N=C/c2ccc(F)cc2)c([N+](=O)[O-])c1
  -2, -6%
> O=C(COC(=O)c1nn(-c2ccccc2)c(=O)c2ccccc12)Nc1cccc(C(=O)NC2CC2)c1
  -1, 3%
> C=CCOc1ccc(C(=O)Nc2ccc(C)c(C)c2)cc1
  7, -4%
> CC(=O)N1CCN(C(=O)Cn2ccc3ccc(OCc4ccccc4)cc32)CC1
  0, 57%[activator]

# Carrying on:
# Results follow in this order: LDHA block, 12-LOX inh
> O=C(CSc1ncnc2scc(-c3ccc(F)cc3)c12)NC1CC1
  -3, -20%
> COc1cc(NC(=O)COc2ccc3c(C)cc(=O)oc3c2)cc(OC)c1
  7, -17%
> CCCCn1c(=O)[nH]c(=O)c2c1nc(COC(=O)/C=C/c1ccc(OC)c(OC)c1)n2CC
  2, 8%
> CCN(Cc1c(C#N)c2ccccc2n1C)c1ccccc1
  2, 14%
> CNc1cnc(-c2cccc(C(=O)N3CCOCC3)c2)cn1
  -4, -5%
> CCOC(=O)C1(C)CCCCCN1C(=O)c1ccc(C(F)(F)F)nc1C (stereo unspecified)
  -6, -14%
> Cc1nc(CSc2ccccc2C(=O)N2CC=C(c3ccccc3)CC2)no1
  4, 11%
> O=S(=O)(NN=Cc1cccc(Cl)c1)c1ccccc1
  0, ?
> CN1C(=O)C(c2cn(C)c3ccccc23)(c2cn(C)c3ccccc23)c2cc(Br)ccc21
  2, 7%
> O=C(NN(c1ccccc1)c1ccccc1)c1cccc[n+]1[O-]
  10, ?
> COc1ccccc1CNc1nc(-c2cc(C)n(C3CC3)c2C)cs1
  -4, ?
> Cc1nc(Nc2nc(CCC(C)C)cc(=O)[nH]2)nc2ccccc12
  6, -1%
> CCCCCNC(=O)C(c1ccncc1)n1c(=O)c(-c2cc3ccccc3[nH]2)nc2ccccc21 (stereo unspecified)
  3, ?
> C=C(Br)CNC(=O)Nc1cccc(COC)c1
  1, -7%
> COC(=O)[C@@]12C[C@@H](CC(=O)NCc3cccs3)C(=O)N(Cc3ccccc3)C1=CCC(C)(C)C2
  0, 4%
> O=C(NCCNC(=O)Nc1ccncc1)Nc1ccncc1
  -1, -48%
> COc1cccc(/C=C(\C#N)c2nc3ccccc3[nH]2)c1O
  -4, ?
> CNC(=O)CN(C)c1nc(-c2ccccc2)c2ccccc2n1
  1, -7%
> NC(Cc1ccc(F)cc1)c1csc(Nc2nncc3ccccc23)n1 (stereo unspecified)
  -16, ?
> FC(F)(F)c1cccc(CSc2nnc(SCc3ccc(Cl)cc3)s2)c1
  -5, -25%

# Exported with each value named: entries from further up
> Cc1nc(CSc2ccccc2C(=O)N2CC=C(c3ccccc3)CC2)no1
  LDHA block: 4
  12-LOX inh: 11%
> O=S(=O)(NN=Cc1cccc(Cl)c1)c1ccccc1
  LDHA block: 0
  12-LOX inh: ?
> CN1C(=O)C(c2cn(C)c3ccccc23)(c2cn(C)c3ccccc23)c2cc(Br)ccc21
  LDHA block: 2
  12-LOX inh: 7%
> O=C(NN(c1ccccc1)c1ccccc1)c1cccc[n+]1[O-]
  LDHA block: 10
  12-LOX inh: ?

# The list continues.
# Results follow in this order: LDHA block, 12-LOX inh
> CCn1c(SCC(=O)Nc2cc(OC)ccc2OC)nc2c(-c3ccccc3)csc2c1=O
  -10, 4%
> Cc1ccc(CNC(=O)c2cccc(C3CCCN(C(=O)Nc4ccccc4)C3)c2)o1 (stereo unspecified)
  -15, 4%
> Cc1ccc2nc(C)cc(C(=O)NC3CCS(=O)(=O)C3)c2c1 (stereo unspecified)
  -1, 28%
> CCOC(=O)/C=C/c1ccc(N)cc1
  ?, 0%
> COc1ccc(-c2c(C)oc3cc(OCC(=O)N4CCN(c5ccccn5)CC4)ccc3c2=O)cc1
  5, 14%
> CONC(=O)C(C)NC(=O)C12CC3CC(CC(C3)C1)C2 (stereo unspecified)
  -1, -10%
> CCOc1ccc(NC(=O)CSc2nccc(-c3ccc(Br)cc3)n2)cc1
  -11, 18%
> CC(C)[C@H](Nc1ncnc2sc3c(c12)CCCC3)C(=O)O
  3, ?
> CNC(=O)NCc1ccc(OC)cc1
  -1, 1%
> Cc1c(-c2ccccc2)nc2ccccc2c1C(=O)OCC(=O)NCC(F)(F)F
  0, 7%
> CCOC(=O)C(NC(=O)c1nccc2ccccc12)C(=O)OCC
  11, 13%
> CCOc1ccccc1NC(=O)CN(c1cccc(Cl)c1Cl)S(C)(=O)=O
  11, 11%
> O=S(=O)(Nc1nc2ccccc2nc1NCc1ccccc1)c1cccc2nsnc12
  10, 4%
> Cc1cc2c(cc1C)-n1nnnc1C(N1CCN(c3ccccn3)CC1)C(c1ccc3c(c1)OCO3)=N2 (stereo unspecified)
  6, -12%
> Cc1cc(CS(=O)(=O)Cc2ccc(F)cc2Cl)no1
  -20, 23%
> CCc1c(C)sc(NC(=O)CSCC(=O)O)c1C(N)=O
  8, ?
> CCc1ccc(OC2(C)CCN(Cc3ccc4c(c3)OCCO4)C2)cc1 (stereo unspecified)
  -2, -14%
> COc1cc(C2CC(=O)Nc3sc(C(=O)Nc4ccccc4)c(C)c32)ccc1O (stereo unspecified)
  8, ?
> N#Cc1ccc(F)c(Cn2cnc3ccccc3c2=O)c1
  0, 9%
> Cc1[nH]c2ccccc2c1C(c1cccc(F)c1)c1c(C)[nH]c2ccccc12
  0, ?

# Look-ups from the list.
# `CCOC(=O)c1nc(Nc2ccc(OC(C)C)cc2)c2ccccc2n1` in LDHA block → 0
# `N#Cc1ccccc1NC(=O)CCN1CCCN(Cc2cccs2)CC1` in LDHA block → -2
# `CCN(CC(=O)NC(C)(C)C)C(=O)c1ccc(C#N)cc1` in LDHA block → 0
# `CN(CC(=O)NC1CC1)c1nc(-c2ccsc2)nc2ccccc12` in 12-LOX inh → 11%

# Shown as a hit in 12-LOX inh, of those listed so far:
# Results follow in this order: LDHA block, 12-LOX inh
> O=S(=O)(Nc1nc2ccccc2nc1NC1CCCCC1)c1ccc(F)cc1
  -2, 0.63µM*
> COc1ccc(-c2cnc3c(NC=O)cc(-c4ccccc4OC)cn23)cc1OC
  3, 6.3µM*

# (listing goes on)
# Results follow in this order: LDHA block, 12-LOX inh
> CCOc1ccc(NC(=O)c2nc3ccccc3nc2N2CCCCC2)cc1
  -1, 13%
> COc1cccc(-n2c(C)c(C)c3c2ncn2nc(-c4cccs4)nc32)c1
  -36*, 0%
> Cc1cccc(/N=C/c2ccc([N+](=O)[O-])cc2)n1
  14, 64%[activator]
> COC(=O)/C(C#N)=C/c1ccc(OC)c(COc2cccc(C(F)(F)F)c2)c1
  -2, 62%[activator]
> CC(C)Cc1noc(CN2CCN(c3cccc(F)c3C#N)CC2)n1
  4, 30%
> Cn1c(=O)c2c(ncn2CC(=O)Nc2cccc(Br)c2)n(C)c1=O
  -2, -4%
> COc1cc(C2CC(=O)N(c3sc4c(c3C#N)CCCC4)C3=C2C(=O)CCC3)cc(OC)c1OC (stereo unspecified)
  -6, 36%

# Rewritten with tabs: part of the list above.
structure	LDHA block	12-LOX inh
COc1cccc(-n2c(C)c(C)c3c2ncn2nc(-c4cccs4)nc32)c1	-36*	0%
Cc1cccc(/N=C/c2ccc([N+](=O)[O-])cc2)n1	14	64%[activator]
